TDP-43 yeast inh: qHTS of TDP-43 Inhibitors | TDP-43 expressing yeast growth rescue, BacTiter-Glo, 24 h | Potency, µM (top dose mostly 46.1 µM), inactives show at the top dose growth rescue (activation), most hits filed as activators | 410,000 compounds, 1.8% hits | AID 652104, 2013; note: potency is the fitted concentration of half-maximal effect; % of control where 0% means no effect; nearly all actives have a fitted effect of over 50% in size
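Yeast expressing TDP-43 (pregrown in raffinose, seeded at OD600=0.02 in galactose medium) exposed to compounds 24 hr at 30 deg C. Growth read by BacTiter-Glo luminescence; rescue of toxicity appears as increased signal.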
Mm-Cpn inhibitor: Inhibitors of TCP-1 ring complex (TRiC) of Methanococcus maripaludis (MmCpn): qHTS. Chaperonin Mm-Cpn (Methanococcus maripaludis). 330,000 compounds, 0.031% hits. Potency, µM (highest dose often 76.9 µM), for the others: at the top dose activity, negative = inhibition, actives largely listed as inhibitors. purified Mm-Cpn ATPase, ADP Transcreener TR-FRET. AID 504842, 2011; note: potency is the fitted concentration of half-maximal effect; % is set by controls: 0 for no effect and ±100 for the full control effect; nearly all actives have a fitted effect of over 80% in size
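Measured: ADP formation by purified Mm-CPN. Conditions: 25 nM protein, 10 uM ATP, Tris pH 7.4 with Mg2+, K+ and DTT, 37°C for 30 min. Detection: Transcreener HTRF after 30 min at room temperature.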
Akt phos inh: HTS Assay for Inhibitors of Akt Phophorylation: Primary Screen; Neuro2A IGF-stimulated pAkt S473 HTRF, 20 min; active compounds read low; activity change, % for hits at 50 µM; 360,000 compounds, 0.32% hits; AID 651550, 2012; in the data active = activity change below about -80%; inconclusive = mostly about -51% to -80%; note: % is set by controls: 0 for no effect and ±100 for the full control effect
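Neuro2A cells in DMEM with 0.5% FBS, overnight at 37 deg C, given compound at single 50 µM final, then IGF (6 nM final) for 20 min at 37 deg C. Lysed; phospho-Akt Ser473 by HTRF after 24 h, 665/615 ratio.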
GLP1R cytotox: qHTS of GLP-1 Receptor Inverse Agonists: Cytotox Screen | HEK293 cAMP-luciferase reporter cells, luminescence, 24 h | Potency, µM (doses to about 38.3 µM), for the others: at the top dose activity change, negative = inhibition, most hits filed as inhibitors | 410,000 compounds, 0.13% hits | AID 624418, 2012;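 note: loss of luciferase light is scored as toxicity; potency is the fitted concentration of half-maximal effect; % is set by controls: 0 for no effect and ±100 for the full control effect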
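Cells in DMEM/10% Nu serum/1% pen-strep, 1536-well format. Pre-incubated 12 h, dosed with 23 nL compound, incubated a further 24 h. Luciferase detection, 12 min at room temp, luminescence.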
aSyn yeast inh: qHTS of alpha-syn Inhibitors; Yeast expressing alpha-synuclein, growth rescue, BacTiter-Glo, 24 h; Potency, µM (doses to about 46.1 µM), for the others: at the highest dose growth rescue (activation), hits mostly activators; 370,000 compounds, 0.14% hits; note: potency is the fitted concentration of half-maximal effect; % of control where 0% means no effect; nearly all actives have a fitted effect of over 65% in size
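Screening used galactose-induced yeast with toxic alpha-synuclein levels, exposed to compound for 24 hr at 30 deg C. Cell growth, read with BacTiter-Glo luminescence, gave the measured signal.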
PTHR1 agonist: qHTS for PTHR1 Agonists: Primary Screen. HEK293 GP2 PTHR1 cells, GloSensor cAMP luminescence, 1 h. AID 743266, 2014. 410,000 compounds, 0.075% hits. Potency, µM (titrated, usually from 115 µM), without a hit: top-dose activation, most hits filed as activators. Parathyroid hormone/parathyroid hormone-related peptide receptor (Homo sapiens), Q03431; note: potency is the fitted concentration of half-maximal effect; nearly all actives have a fitted effect of over 55% in size; some results filed as inactive show a strong effect at the top dose; inactives centre near -15; many of its hits are not listed in these tables
Target sequence (Q03431 whole entry, looked up): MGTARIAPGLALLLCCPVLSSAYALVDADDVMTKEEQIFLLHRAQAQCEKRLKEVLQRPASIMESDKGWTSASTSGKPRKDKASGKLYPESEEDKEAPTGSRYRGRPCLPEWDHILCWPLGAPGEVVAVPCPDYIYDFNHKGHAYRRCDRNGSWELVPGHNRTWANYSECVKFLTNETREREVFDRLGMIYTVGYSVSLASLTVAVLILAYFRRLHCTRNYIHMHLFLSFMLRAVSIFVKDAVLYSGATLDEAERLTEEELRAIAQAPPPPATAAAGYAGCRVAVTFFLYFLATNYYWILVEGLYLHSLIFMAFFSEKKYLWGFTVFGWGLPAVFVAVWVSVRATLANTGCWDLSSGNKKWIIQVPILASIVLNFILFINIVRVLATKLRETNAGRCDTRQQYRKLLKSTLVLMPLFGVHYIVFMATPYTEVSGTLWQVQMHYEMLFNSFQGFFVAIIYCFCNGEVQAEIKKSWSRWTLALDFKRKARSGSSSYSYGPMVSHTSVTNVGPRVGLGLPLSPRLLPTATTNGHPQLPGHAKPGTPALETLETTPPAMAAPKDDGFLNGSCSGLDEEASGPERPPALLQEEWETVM
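HEK-293-derived GP2 cells expressing PTHR1 and a GloSensor cAMP reporter, 3,000/well, plated overnight, given luciferin plus IBMX (each 0.5 mM as added) for 1 h at 37 °C, then compound for 1 h at 37 °C. Luminescence was read after 15 min at room temperature.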
FUS yeast rescue: qHTS for Suppressors of FUS Proteinopathy: Primary screen using FUS-linked yeast assay. S. cerevisiae FUS-expressing, growth rescue, OD600, 24 h. Potency, µM (titrated, usually from 76.6 µM), for inactives: top-dose growth rescue (activation), hits mostly activators. 390,000 compounds, 0.24% hits. AID 1347120, 2019;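 note: potency is the fitted concentration of half-maximal effect; plate controls were DMSO vehicle for no effect and reference control for full effect; nearly all actives have a fitted effect of over 55% in size; some results filed as inactive show a strong effect at the top dose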
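Read-out: OD at 600 nm after 24hr at 30C, reporting rescue of FUS-induced yeast toxicity. Cells at OD 0.005 in galactose (2%) minimal medium; compounds tested in a dilution series; CP55940 titration from 92uM final as control.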
GLP1R inv ag: qHTS of GLP-1 Receptor Inverse Agonists (Inhibition Mode) | Glucagon-like peptide 1 receptor (Homo sapiens), P43220 | HEK293 GLP-1R CRE-luciferase, luminescence, 24 h; GLP-1R form is constitutively active | Potency, µM (doses to about 38.3 µM), without a hit: top-dose activity change, negative = inhibition, hits mostly inhibitors | 410,000 compounds, 1.6% hits | AID 624417, 2012; note: potency is the fitted concentration of half-maximal effect; % is set by controls: 0 for no effect and ±100 for the full control effect; nearly all actives have a fitted effect of over 55% in size
Target sequence (P43220 whole entry, looked up): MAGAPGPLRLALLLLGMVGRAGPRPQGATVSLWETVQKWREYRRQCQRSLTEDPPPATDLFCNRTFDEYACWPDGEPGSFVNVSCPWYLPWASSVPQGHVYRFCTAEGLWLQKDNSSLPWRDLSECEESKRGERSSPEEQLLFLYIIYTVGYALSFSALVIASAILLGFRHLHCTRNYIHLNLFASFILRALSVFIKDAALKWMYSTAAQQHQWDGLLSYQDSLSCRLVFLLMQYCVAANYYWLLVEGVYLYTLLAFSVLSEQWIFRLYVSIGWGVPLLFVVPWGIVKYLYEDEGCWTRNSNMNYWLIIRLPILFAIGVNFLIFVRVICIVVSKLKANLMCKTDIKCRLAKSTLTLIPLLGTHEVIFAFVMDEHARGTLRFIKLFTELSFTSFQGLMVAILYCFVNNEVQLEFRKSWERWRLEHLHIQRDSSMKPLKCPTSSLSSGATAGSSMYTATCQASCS
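Cells are plated, allowed 12 hours at 37 deg C, then treated with compounds for 24 hr before luciferase detection reagent is added and luminescence is read after 12 min at room temperature. The HEK293 line carries constitutively active GLP-1R with a cAMP-responsive reporter.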
Abeta yeast res: qHTS for compounds that reverse cellular toxicity of Amyloid beta (A-beta) peptide in yeast: Primary Screen; 410,000 compounds, 0.063% hits; yeast expressing A-beta42, growth rescue, OD600, 48 h; response scale: 0% DMSO, 100% iron-clioquinol control; AID 1347071, 2019; Potency, µM (series often up to 46.1 µM), for inactives: top-dose growth rescue, actives largely listed as activators; note: potency is the fitted concentration of half-maximal effect; nearly all actives have a fitted effect of over 55% in size
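Yeast A-beta toxicity model in growth medium with pinned compounds, 48 h at 30 C; growth read as absorbance at 600 nm. Normalized to FeCl3/clioquinol equimolar mix (positive) and DMSO (negative).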
Numbers without * were called inactive; i = inactive; ? = inconclusive; / = no result given; & = joins results of further samples; [ ] = another dose, or the depositor's remark. Unless noted, calls come from the whole dose curve; as a rule, active = well fitted curve in the direction sought with a large enough effect; inconclusive = small, poorly fitted or top-dose-only effect, or another doubt; inactive = no such curve, though single readings can be large; an effect the other way counts as inactive or inconclusive.

mol | TDP-43 yeast inh | Abeta yeast res | aSyn yeast inh | GLP1R cytotox | FUS yeast rescue | PTHR1 agonist | Mm-Cpn inhibitor | GLP1R inv ag | Akt phos inh
Cc1nc2ccc(N=NN(C)C)cc2[nH]1 | -25% | -76%[inhibitor] | -7% | -9% | -17% | i | 0% | -16% | i
Cc1ccc(/C=N/NC(=O)c2ccncc2)o1 | 14% | 2% | -2% | -5% | / | i | -2% | 0% | i
O=C(O)c1ccccc1C(=O)N1CC=C(c2ccccc2)CC1 | -1% | -3% | 7% | -15% | 12% | -6%[57.5 µM] | 1% | ? | i
Cc1ccc(S(=O)(=O)Nc2ccc(C(=O)N3CCCC3)cc2)c(C)c1NS(C)(=O)=O | -1% | -5% | 1% | 2% | 5% | -5% | 0% | 5% | i
O=C(NCc1cc2ccccc2[nH]1)C1CCC(=O)N(CC2CCCCC2)C1 (stereo not given) | ? | 7% | 0% | -12% | 40% | i | / | 5% | i
O=C(O)c1cc(-c2ccc(N3CCOCC3)cc2)nn1-c1ccc(F)cc1F | -27%[0.397 µM] | 4% | 1% | -6% | 20% | ? | -1% | 35%[activator] | i
O=C(CN1CCC(NC(=O)c2ccccc2)CC1)NCc1ccccc1F | -9% | 8% | -5% | 1% | -12% | -34%[inhibitor][57.5 µM] | 0% | 0% | i
O=C(NC1CCCC1)C1CC(O)CN1C(=O)Nc1ccccc1 (stereo not given) | -9% | 5% | 0% | 3% | -1% | i | 0% | -11% | i
CN(c1ccccc1)S(=O)(=O)c1ccc(C(=O)NCc2ccco2)cc1 | -14% | 14% | 0% | -10% | 14% | i | 1% | -18% | i
O=C(N/N=C/C(Br)=C\c1ccccc1)c1n[nH]c2c1CCC2 | ? | -18% | 9% | -41% | 22% | -28%[57.5 µM] | -2% | 92%[activator] | i
O=C(NCc1ccc2c(c1)OCO2)c1ccc(Cl)c(S(=O)(=O)NCc2ccccc2)c1 | -23% | -5% | 7% | -2% | / | -97%[inhibitor] | -8% | ? | i
CN(CC(=O)Nc1ccc(Cl)cc1)c1ccc(S(=O)(=O)N2CCCCC2)cc1[N+](=O)[O-] | 0% | 25% | 4% | -13% | 4% | -17% | 1% | 10µM* | i
Cc1cc(C)cc(OCC(=O)Nc2ccc(N3CCCC3)cc2)c1 | -37%[inhibitor] | -13% | 8% | 5% | 30% | i | 0% | 4% | i
O=[N+]([O-])c1ccc(Cl)cc1N1CCOCC1 | 3% | -19% | 4% | 2% | 1% | i | -12% | 1% | i
CCc1cccc(NC(=O)Cn2c(-c3ccccc3)cc(C(C)=O)c2C)c1 | -2% | 2% | 0% | -25% | / | i | -7% | -7% | i
COc1ccc(C(=O)NCc2oc(-c3ccccc3)cc2C(=O)O)cc1 | -5% | -6% | 7% | -17% | 8% | i | 0% | 11% | i
COCCCNC(=O)Cc1c(C)c2cc3c(cc2oc1=O)OC(C)(C)CC3 | 22% | -8% | 0% | ? | -19% | i | -4% | ? | i
O=c1cc(C(F)(F)F)nc(SCc2cccc3ccccc23)[nH]1 | 6% | 6% | 4% | ? | -24% | -21% | 0% | 9% | /
CC(C)c1ccc(NC2CCCN(C(=O)c3ccsc3)C2)cc1 (stereo not given) | 24% | -18% | -4% | 21% | 35% | -38%[inhibitor] | 0% | 10µM* | i
CC(=O)N1CCc2cc(CNS(=O)(=O)c3ccc(Br)s3)ccc21 | ? | -8% | / | -5% | 14% | -26% | / | 3% | /
CSc1cccc(NC(=O)C2CCN(S(=O)(=O)c3ccc4[nH]c5c(c4c3)CCCCC5)CC2)c1 | -1% | -7% | / | 0% | ? | i | / | ? | /
CCOCCCNS(=O)(=O)c1cc(Br)cc2c1N(C(=O)C1CC1)CC2 | 5% | 5% | 9% | -15% | 9% | i | 0% | 1% | i
CSc1ccc(CN2CCC(n3nccc3NC(=O)C3CCOC3)CC2)cc1 (stereo not given) | 18% | 7% | 1% | -4% | / | -24% | 0% | -6% | i
CN1CCN(CCN2CCn3c2nc2ccccc23)CC1 | -3% | -8% | -2% | 4% | -23% | i | -2% | 1% | i
CC(NC(=S)Nc1ccccc1Cl)C(c1cccs1)N1CCCC1 (stereo not given) | -8%[0.397 µM] | 9% | -2% | ? | 1% | i | -2% | ? | i
COc1ccc(-n2c(C)cc(C(=O)COc3ccc(-n4cnnn4)cc3)c2C)cc1 | 17% | -4% | 3% | 0% | -6% | i | -3% | 1% | i
O=C(NC1CCCCCCC1)c1ccccc1-c1ccccc1 | 6% | 23% | -3% | 4% | -7% | i | -2% | ? | i
CC(C)c1cccc(C(C)C)c1NC(=O)Cn1c(=O)cnc2ccccc21 | 4% | -1% | -1% | -3% | -7% | -4% | 0% | -2% | i
c1ccc2nc3[nH]cnc3nc2c1 | -18% | 3% | -1% | -5% | -7% | 0%[57.5 µM] | 0% | -2% | i
Cc1ccc(S(=O)(=O)CCC(=O)OCC(=O)N(C)Cc2ccccc2)cc1 | -12% | -5% | 3% | 4% | -8% | -11% | / | 14% | i
Cc1ccccc1NC(=O)c1c(NC(=O)c2ccccc2F)sc2c1CCC(C)C2 (stereo not given) | 19% | -1% | / | 3% | -8% | i | / | 5% | /
CCc1ccc(C(=O)CN2C(=O)C(C)N(c3ccc(C)cc3)C2=O)cc1 (stereo not given) | -17%[0.397 µM] | -5% | 2% | -2% | 17% | -5% | 0% | 10% | i
COc1cc2c(cc1NC(=O)CSc1nnnn1-c1ccccc1)oc1ccccc12 | -14% | 1% | 8% | -22% | 15% | -17%[57.5 µM] | -1% | 8% | ?
CCOc1ccc(CCNC(=O)Cn2nc(C)c3c(C)n(-c4ccccc4)nc3c2=O)cc1OCC | 7%&13% | -6%&-15% | -9% | -15%&5% | 4%&-14% | -13% | 0% | -17%&6% | i
CC(C)N1CSC(=S)N(Cc2ccccc2)C1 | -78%[inhibitor] | 4% | -11% | -1%[0.307 µM] | 0% | -8% | -3% | 4%[0.307 µM] | i
CN(CC(=O)Nc1ccc(Cl)c(C(F)(F)F)c1)C(=O)C1CC(=O)N(c2ccc3c(c2)OCCO3)C1 (stereo not given) | 15% | 4% | 6% | -10% | 10% | -41%[inhibitor] | / | ? | i
CC(C)[C@H](NC(=O)[C@@H]1Cc2c([nH]c3ccccc23)C2c3ccccc3C(=O)N21)C(=O)N1CCC[C@@H]1C(=O)O (stereo not given in full) | -5% | -17% | 3% | 8% | 16% | 14% | -2% | 1% | i
CCC1CN(C(=O)N2CCC(C(=O)Nc3ccccc3OC)CC2)c2ccccc2O1 (stereo not given) | ? | 3% | 9% | -15% | 3% | -2% | 1% | ? | i
Cc1c(C)n(Cc2ccccc2)c2ncnc(Cl)c12 | 24% | 8% | ? | 16% | 4% | -34%[inhibitor] | -3% | ? | i
Cc1cc(C)nc(SCC(=O)Nc2ccc(Br)cn2)n1 | 8% | 12% | -1% | -9% | -9% | i | 1% | 30%[activator] | i
Cc1ccc(C)c(CN2C(=O)c3ccccc3S(=O)(=O)c3ccc(C(=O)N4CCN(Cc5ccccc5)CC4)cc32)c1 | -7% | -5% | / | -5% | 19% | ? | / | 2% | /
C=CC[n+]1c(-c2ccccc2)csc1NC(C)(C)C | -16% | -2% | -1% | 8% | 19% | -1% | -3% | -16% | i
O=S(=O)(c1ccc(F)c2ccccc12)N1CCCCC1 | 9% | 15% | 16% | 18% | -10% | -9%[57.5 µM] | 1% | ? | i
Cc1[nH]c2ccc(C(=O)NCCCN3CCN(C)CC3)cc2c1C | -7% | 7% | 2% | 8% | 29% | i | 1% | 15% | i
COc1ccc(-c2ccc(CCC(=O)O)o2)cc1 | 10µM* | -46%[inhibitor] | ? | -30% | ? | i | 1% | 112%[activator] | i
CN1CCN(C(=O)/C(=C/c2cn(S(=O)(=O)N(C)C)c3ccccc23)NC(=O)c2ccccc2Cl)CC1 | -10% | -11% | 0% | -3% | 3% | -13% | -1% | 20% | i
CCOC(=O)CN1C(c2ccc(O)cc2)Nc2ccc(Br)cc2C1c1ccccc1 (stereo not given) | 20µM* | 11% | 14% | -11% | / | -24% | -3% | ? | i
COc1ccc(C)cc1NC(=O)NCc1ccc(F)cc1 | 5% | -7% | -1% | 3% | -1% | -1% | -25% | -8% | i
O=C(Cn1nnc2ccccc21)NNC(=O)c1ccccc1 | -20% | -7% | 1% | 2% | 6% | i | 5% | -4% | i
Cc1ccc(C)c(S(=O)(=O)N2CCCC2CNC(=O)C(=O)NCCc2ccccc2)c1 (stereo not given) | 6% | -10% | -1% | -8% | 23% | -22% | 3% | ? | i
COc1cc2nc(Cl)nc(N3CCOCC3)c2cc1OC | 5% | -18% | 1% | 11% | 14% | i | 3% | 5% | i
CCCCCc1nnc(NC(=O)c2ccc(=O)n(C)n2)s1 | ? | -6% | 3% | 9% | 5% | -21% | -4% | 6% | i
CC(=O)C1=CCC(c2ccc(Cl)cc2)N(S(=O)(=O)c2ccccc2C)C1 (stereo not given) | ? | 1% | 12% | 4% | ? | -59%[inhibitor] | / | -28% | i

Screening data as filed in PubChem.

These rows are one share of the data; the hit share may differ from the screen's.
